Bioassay records (PubChem)
EBV gp42 block – EBV gp42 inhibition. Q1HVG2. Fluorescence polarization binding assay, mP read-out. inhibition, % (tested at 21.74 µM). 0.42% of 220,000 active. AID 1085; in the data active = inhibition above about 50%
Target sequence (Q1HVG2 whole entry, looked up): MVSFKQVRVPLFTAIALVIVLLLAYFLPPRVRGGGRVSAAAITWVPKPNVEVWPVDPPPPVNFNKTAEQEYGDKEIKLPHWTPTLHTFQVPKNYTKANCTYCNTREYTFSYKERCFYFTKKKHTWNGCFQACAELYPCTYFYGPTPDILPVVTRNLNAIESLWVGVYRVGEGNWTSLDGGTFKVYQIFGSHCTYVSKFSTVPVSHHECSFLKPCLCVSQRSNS
Rad51 HR inh – Rad51 (human) homologous recombination inhibition; Q06609; hRad51 DNA strand exchange, fluorescence dequenching; inhibition, % at 10 µM; 0.085% of 200,000 active; AID 1385;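 active = inhibition above 40% at the single screening dose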;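 note: 0% = DMSO control wells and 100% = blanks with heterologous ssDNA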
Target sequence (Q06609 whole entry, looked up): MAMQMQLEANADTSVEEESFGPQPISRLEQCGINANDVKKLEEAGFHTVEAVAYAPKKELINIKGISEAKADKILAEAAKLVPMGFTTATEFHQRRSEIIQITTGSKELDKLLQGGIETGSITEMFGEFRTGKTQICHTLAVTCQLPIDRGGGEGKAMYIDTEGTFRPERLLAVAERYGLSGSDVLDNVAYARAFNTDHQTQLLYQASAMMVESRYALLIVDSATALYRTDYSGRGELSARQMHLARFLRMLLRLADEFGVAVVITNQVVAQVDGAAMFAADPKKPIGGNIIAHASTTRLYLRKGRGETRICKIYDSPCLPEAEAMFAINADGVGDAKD
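material = hRad51 filaments on single-stranded DNA | timing = filaments 15 min 37 °C, then compound 30 min | signal = FRET fluorescence dequenching, excitation 485 nm, emission 520 nm | benchmarks = control wells and blank wells on each plate | evaluation = percent inhibition relative to plate controls and blanks | compound = 10 µM final, single point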
PERK inhibitor – human PERK inhibition, primary cell-based screen. CHO PERK-DD fusion, SEAP luminescence translation reporter. inhibition, % at 5.6 µM. 0.17% of 220,000 active. AID 1416;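 active = inhibition above the mean inhibition of all tested compounds plus 3 SD, set separately per screening campaign, cut at about 2.9% in these data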;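 note: PERK kinase domain activated by AP20187 dimerizer at 100 nM; 0% = DMSO with dimerizer and 100% = rapamycin at 8.4 µM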
Mdm2 ligase inh – Mdm2 E3 ligase (human) inhibition; Q00987; cell-based MDM2 ubiquitination luciferase reporter, 2 h; 0 = plate control, 100 = twice control, blank-subtracted; signal enhancement, % at 5 µM; 0.11% of 210,000 active; AID 1230;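 active = signal enhancement of 30% or more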;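 note: luminescence tracks abundance of the self-degrading MDM2-luciferase fusion protein; higher signal means inhibition of MDM2 E3 ligase activity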
Target sequence (Q00987 whole entry, looked up, the tested form may be a part): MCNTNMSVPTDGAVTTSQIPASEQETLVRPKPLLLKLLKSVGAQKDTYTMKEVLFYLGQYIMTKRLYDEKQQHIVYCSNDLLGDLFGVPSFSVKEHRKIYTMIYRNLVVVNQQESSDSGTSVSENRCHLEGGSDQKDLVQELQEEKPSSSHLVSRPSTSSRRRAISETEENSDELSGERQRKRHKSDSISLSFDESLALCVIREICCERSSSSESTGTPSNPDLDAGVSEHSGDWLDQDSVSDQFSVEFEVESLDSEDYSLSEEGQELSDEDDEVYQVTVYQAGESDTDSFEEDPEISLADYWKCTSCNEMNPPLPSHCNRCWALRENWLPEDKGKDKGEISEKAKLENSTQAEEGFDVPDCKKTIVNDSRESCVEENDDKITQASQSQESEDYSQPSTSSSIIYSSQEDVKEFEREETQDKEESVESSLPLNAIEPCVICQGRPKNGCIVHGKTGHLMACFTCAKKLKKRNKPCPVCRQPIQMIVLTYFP
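Assay system: stable mammalian line carrying autodegrading MDM2–luciferase fusion reporter; Input: 2000 cells in each well; Compound dosing: single-point 5 µM; Schedule: 2 h compound exposure at 37 °C; Signal: SteadyLite luciferase luminescence after 15 min room-temperature reagent incubation; Evaluation: % luminescence enhancement versus blank-corrected plate control mean; Benchmarks: plate controls and plate blanks.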
m-calpain inh – inhibitors of pig calpain II; inhibition, % at 16 µM; 0.37% of 220,000 active; purified calpain II, fluorogenic peptide substrate, 30 min;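 active = inhibition above about 50%, limit read from the data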
TNF necrop inh – blocks TNF-alpha induced death of Jurkat FADD-/- cells; Jurkat FADD-/- TNF necroptosis rescue, ATP luminescence, 24 h; 0 = TNF only, 100 = no-TNF cells; activation (protection from cell death), % at 10 µM; 0.068% of 220,000 active; AID 463075;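 active = activation, meaning protection from cell death, of at least 50% relative to plate controls; inactive = activation below 50%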;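 note: necroptosis triggered by 40 ng/mL TNF-alpha added together with compound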
Cl transport mod – KCC2 (human) Cl- transport modulation | Q9H2X9 | KCC2 cells, thallium flux FluoZin-2 fluorescence | B-score of Tl+ flux slope (higher = more flux/activation; lower = inhibition) at 10 µM | 2.2% of 190,000 active;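 active = thallium flux slope and its plate-corrected score both differing from the plate sample mean at a set confidence after two filtering rounds, in either direction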;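 note: slope of fluorescence scaled to starting intensity during 10 to 20 s after thallium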
L929 necroptosis – blocks zVAD induced death of L929 cells | L929 zVAD necroptosis rescue, ATP luminescence, 24 h; with zVAD 60 µM | viability rescue, % at 10 µM | 0.38% of 220,000 active | AID 1377;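 active = activation, scaled between plate controls, above about 75%, limit read from the data; inactive = activation under that limit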;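 note: 0% = zVAD with DMSO and 100% = DMSO alone without zVAD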
eIF4E 4G PPI – inhibitors of eIF4E and eIF4G interaction in translation initiation; TR-FRET eIF4E-eIF4GI(517-606) binding, 2 h; inhibition, % at 21.7 µM; 0.37% of 220,000 active; AID 782;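 active = inhibition above about 30%, limit read from the data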;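 note: 0% = full FRET control wells and 100% = background wells lacking eIF4GI fragment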
* = called active by the depositor; · = no result given; [ ] = remark or other dose.

SMILES | EBV gp42 block | Rad51 HR inh | PERK inhibitor | Mdm2 ligase inh | m-calpain inh | TNF necrop inh | Cl transport mod | L929 necroptosis | eIF4E 4G PPI
O=C(CN1CCN(c2ccccc2F)CC1)Nc1nnc(C(F)(F)F)s1 | -12 | 18 | 0.9 | -4 | -5 | -0.3 | 0.6 | 1.1 | 3
COc1ccc(CC(=O)NNC(=O)COc2ccc(Br)cc2C)cc1OC | -4 | · | 0.1 | 11 | -23 | 1.4 | 0.62 | 0.1 | 4
Cc1nn(-c2ccccc2)c(Oc2ccccc2)c1C=O | -1 | 9 | 0.0 | 2 | 6 | -4.1 | 0.67 | -0.4 | 4
O=C(NNc1ccc([N+](=O)[O-])cc1)C1CC1c1ccccc1 (stereo unspecified) | -27 | -18 | 0.3 | 12 | 25 | 4.0 | -0.85 | · | 1
Cc1cc(C#N)c(C)n1-c1cc(C(F)(F)F)ccc1N1CCOCC1 | -1 | 3 | 0.1 | -14 | -13 | -0.1 | · | 0.2 | -5
CC(C)(C)n1nc2c(c1NC(=O)Cc1cccc3ccccc13)CS(=O)C2 (stereo unspecified) | -17 | 0 | 0.8 | -13 | -5 | 1.9 | · | 0.6 | 1
O=c1[nH]c(-c2ccccc2Cl)nc2c1sc(=S)n2-c1ccccc1 | -7 | 4 | 1.2 | -14 | 48 | -0.4 | -2.5 | 3.5 | 8
O=C(NNC(=O)c1cc2cc3ccccc3nc2s1)c1cccc(C(F)(F)F)c1 | 11 | · | 0.9 | 12 | -59 | 0.2 | -0.38 | 0.6 | -17
O=C(CSc1nc(O)c(Cc2ccccc2F)c(=O)[nH]1)N1CCCCCC1 | -12 | 0 | 0.7 | -15 | -8 | -2.6 | 0.29 | -0.1 | 2[fluorescence artefact?]
Cc1ccc(OCC(=O)N/N=C2/SCC(=O)N2Cc2ccccc2)cc1 | -3 | -2 | -0.1 | -4 | -2 | 0.7 | -0.32 | 2.0 | 5
CC1(C)C2CCC1(C)C(OC(=O)CCn1ccnc1)C2 (stereo unspecified) | -10 | -1 | 0.0 | 3 | -5 | 3.1 | 0.56 | -0.5 | 2
O=C(Cc1ccccc1)NC(NCCc1ccccc1)C(Cl)(Cl)Cl (stereo unspecified) | -6 | 2 | 0.4 | -14 | -16 | -2.2 | -0.012 | 0.0 | -2
O=c1c2ccccc2nc(COc2ccccc2)n1/N=C/c1ccco1 | -8 | -8 | 0.3 | -11 | 37 | 0.1 | · | 1.4 | -2
Cc1cc(=O)n(C)c(=O)n1CCCCCCOc1cccc([N+](=O)[O-])c1 | 13 | · | -0.2 | 0 | -6 | 1.1 | -1.6 | -0.2 | 3[fluorescence artefact?]
CC(C)c1cc(C(=O)Nc2cc(Cl)ccc2O)no1 | 2 | -3 | 2.3 | -27 | -32 | 4.0 | -0.75 | -0.2 | -2
COc1nc(NC2CCCCC2)nc(N2CCCCCC2)n1 | -14 | 1 | -1.2 | · | 12 | -1.3 | 0.06 | 1.4 | 4[fluorescence artefact?]
COc1ccc(Cl)cc1C(=O)Nc1cc(=O)n(C)c(=O)n1C | -16 | 2 | · | 2 | -13 | 0.1 | -0.13 | -0.8 | -20
O=C(CCN1CCc2ccccc2C(c2ccccc2)C1)c1ccc2c(c1)OCCO2 (stereo unspecified) | -22 | -1 | -1.7 | -14 | -1 | 1.9 | -0.77 | 0.2 | -3
O=[N+]([O-])c1ccc2nc(SCc3cn4ccccc4n3)[nH]c2c1 | 9 | 2 | -0.3 | -15 | 11 | 1.6 | -0.85 | 1.0 | 2
COC(=O)CN1C(=O)C2(C(C#N)=C(N)Oc3cc(C)oc(=O)c32)c2ccccc21 (stereo unspecified) | -20 | -2 | -0.1 | · | -19 | -0.8 | -0.07 | -0.1 | 1
CCOc1ccc(C(=O)Nc2cc(-c3nc4ccccc4[nH]3)ccc2C)cc1[N+](=O)[O-] | -11 | -1 | 0.8 | -9 | -124 | -11 | -0.5 | 0.5 | 5
CCOC(=O)c1sc(Nc2ccccc2Cl)nc1C | 5 | 8 | 0.2 | · | 12 | -0.5 | 0.67 | 0.7 | -3
COc1ccc(Nc2cc(C(=O)NCc3cccnc3)c3ccccc3n2)c(OC)c1 | -14 | 0 | 1.8 | -13 | -6 | -1.2 | 1.3 | 0.9 | 4
c1csc(-c2noc(CN3CCN4CCCC4C3)n2)c1 (stereo unspecified) | 2 | -14 | -0.1 | -8 | 8 | 0.0 | · | -0.9 | -2
COc1ccc(S(=O)(=O)Nc2ccc3oc(C)c(C(C)=O)c3c2)cc1 | -17 | -4 | -1.6 | 3 | -4 | -5.7 | · | 1.4 | 2

(cont.)
SMILES | EBV gp42 block | Rad51 HR inh | PERK inhibitor | Mdm2 ligase inh | m-calpain inh | TNF necrop inh | Cl transport mod | L929 necroptosis | eIF4E 4G PPI
O=C(NC(=S)NCc1nc2ccccc2[nH]1)c1ccc(F)cc1 | -4 | 10 | 0.1 | -22 | -2 | 18 | 0.48 | 84* | 4
NC(=O)Nc1ccc2c(c1)OCCO2 | -8 | -7 | 1.6 | -23 | 4 | 1.3 | 1 | 0.8 | -1
COc1cccc(C2/C(=C(/O)c3ccc(F)cc3)C(=O)C(=O)N2CCN(C)C)c1 (stereo unspecified) | 1 | -2 | 0.2 | -9 | 24 | 0.6 | · | 0.4 | -3
COc1ccc(/C=N/NC(=O)CN2CCCc3ccccc32)c(OC)c1 | -16 | 11 | 1.2 | · | -13 | 1.2 | -0.25 | -0.3 | -2
Cc1cc(C(=O)NNc2ccc(Cl)cc2)no1 | -10 | -9 | 1.5 | -14 | 26 | -2.9 | 0.47 | -0.6 | 2
Cc1occc1C(=O)Nc1nnc(C(F)(F)F)s1 | -1 | -4 | 0.8 | 20 | -20 | 0.5 | 0.36 | 1.7 | 4
CCOc1ncccc1C(=O)OCC(=O)Nc1ccc(S(=O)(=O)N2CCOCC2)cc1 | -4 | 9 | -0.2 | -9 | -1 | 2.1 | -1.7 | 0.6 | 1[fluorescence artefact?]
N#CCC(N)=C(C#N)C#N | -2 | 9 | -0.5 | · | -3 | 1.0 | -0.51 | 2.4 | 1
CN(C)CCNC(=O)c1onc(CSc2ccc(F)c(F)c2)c1C(=O)NCCN(C)C | -13 | 7 | · | -10 | -5 | 3.3 | 0.47 | 0.5 | -2
COc1ccc(-c2nnnn2-c2ccccc2OC)cc1 | -10 | -7 | 0.8 | 5 | -12 | -6.3 | · | 1.8 | -1[fluorescence artefact?]
COc1cc2c(cc1OC)C(CCc1ccccc1)=NCC2 | 4 | · | -1.1 | -10 | 21 | 2.7 | -1.8 | -0.8 | 0
CC(=O)Nc1ccc2c(c1)nc(CCN1CCC(C)CC1)n2C | -12 | -6 | 1.8 | -15 | 24 | 1.1 | · | -0.7 | 5
COc1ccc(CCNC(=O)C2CCN(C(=O)c3cccs3)CC2)cc1 | 2 | 14 | 0.4 | -8 | -19 | -0.1 | -0.077 | 0.5 | -2
Cc1cc(C)c(NC(=O)/C=C\C(=O)O)c([N+](=O)[O-])c1 | -31 | 5 | 0.8 | 10 | 4 | -0.7 | 1.1 | 0.7 | -3
CCOC(=O)c1c(-c2ccccc2)csc1NC(=O)CCN1C(=O)c2ccccc2C1=O | -21 | -2 | 0.9 | -19 | 16 | -1.3 | 1.4 | 0.4 | 3[fluorescence artefact?]
O=C(c1ccco1)N1N=C(c2ccc3nccnc3c2)CC1c1ccccc1 (stereo unspecified) | -5 | -34 | 0.2 | -13 | -15 | -1.5 | 0.046 | 0.6 | 0
COc1ccc(Nc2nc(-c3cccs3)nc3ccccc23)cc1 | 2 | 5 | -0.6 | 5 | -63 | 3.8 | -2.5 | 4.0 | 14
Cc1ccc(Nc2ncc3c(n2)CC(C)(C)CC3=O)cc1 | 0 | 5 | 1.1 | -9 | -12 | -0.1 | -0.5 | 0.7 | 0
Cc1nn(Cc2ccccc2Cl)c(C)c1NC(=O)C1C2CCC(O2)C1C(=O)O (stereo unspecified) | -20 | 1 | 0.0 | -7 | 6 | -2.2 | 0.4 | 0.2 | 11
O=C(COc1ncnc2ccccc12)NCCCN1CCCC1=O | -13 | -3 | 1.1 | -9 | -46 | -1.0 | -0.3 | 0.2 | 16
O=C(CN1C(=O)/C(=C\c2ccccc2Cl)Oc2ccccc21)NCc1cccnc1 | -7 | -4 | 1.4 | -4 | -236 | 0.5 | -0.99 | 3.4 | 14
COc1ccc(S(=O)(=O)n2cnc(C)c2)cc1 | 5 | -1 | -0.5 | -6 | 0 | 1.7 | 0.33 | 1.9 | 2
CC(C)(C)N1CC(OC(N)=O)C1 | 3 | 3 | 0.3 | · | 12 | 0.7 | 1.3 | -0.6 | 2
Cc1ccccc1C(=O)Nc1nc(SCc2ccc(Cl)cc2)n[nH]1 | -14 | 12 | 1.8 | 4 | -1 | 2.3 | 0.19 | 0.4 | 1
NC(=O)C1(N2CCCCC2)CCN(S(=O)(=O)c2cc(Cl)ccc2Cl)CC1 | -6 | -2 | -0.1 | -44 | 9 | 2.1 | · | 0.6 | -3

In the list so far, these have a tert-butyl group.
SMILES | EBV gp42 block | Rad51 HR inh | PERK inhibitor | Mdm2 ligase inh | m-calpain inh | TNF necrop inh | Cl transport mod | L929 necroptosis | eIF4E 4G PPI
CC(C)(C)n1nc2c(c1NC(=O)Cc1cccc3ccccc13)CS(=O)C2 (stereo unspecified) | -17 | 0 | 0.8 | -13 | -5 | 1.9 | · | 0.6 | 1
CC(C)(C)N1CC(OC(N)=O)C1 | 3 | 3 | 0.3 | · | 12 | 0.7 | 1.3 | -0.6 | 2

Continuation:
SMILES | EBV gp42 block | Rad51 HR inh | PERK inhibitor | Mdm2 ligase inh | m-calpain inh | TNF necrop inh | Cl transport mod | L929 necroptosis | eIF4E 4G PPI
Cc1cc(Cl)c(S(=O)(=O)N2CCN(c3ccccn3)CC2)cc1OCC(=O)NC1CCCCC1 | -4 | -20 | -1.1 | 2 | 34 | -9.3 | -3.1 | 0.6 | -5
NNC(=O)C=C1CCN(c2ncc(C(F)(F)F)cc2Cl)CC1 | -11 | 6 | 1.2 | -11 | -19 | -2.6 | · | -0.1 | -9
Cc1ccc(NC(=O)Nc2cccn(Cc3c(F)cccc3Cl)c2=O)cc1 | 0 | 26 | -0.8 | -18 | -51 | 4.7 | 0.78 | 27 | -1
Cc1ccc(C(=O)n2ncn(C)c2=S)cc1 | 0 | -4 | -0.8 | -4 | -1 | -3.7 | -0.015 | 1.3 | 3
Cc1cc(C)n(C(=O)CNC(=O)c2ccc3c(c2)OCCO3)n1 | -4 | 3 | 0.5 | 4 | -12 | -0.2 | -0.041 | -0.3 | -13
CC(C)(C)c1ccc2c(c1)OC(C(=O)N/N=C\c1ccccn1)CO2 (stereo unspecified) | -5 | 15 | 0.8 | -3 | -6 | 1.4 | -0.1 | 1.4 | 4[fluorescence artefact?]
N/C(=N\NC(=O)c1ccccc1)c1cc2ccccc2oc1=O | -17 | 24 | 0.6 | 3 | 59* | 2.3 | 1.6 | 1.9 | -5
CC1(C)C(=O)Nc2ccccc2N1C(=O)COc1ncnc2c(Cl)cc(Cl)cc12 | -56 | 8 | -0.8 | -44 | 2 | -0.9 | 0.39 | 0.5 | 2
CCCNC(=O)COc1cccc(C(=O)NCc2ccccc2)c1 | 4 | 5 | 0.0 | 5 | -6 | 1.3 | 0.33 | 1.5 | 3[fluorescence artefact?]
O=C(Nc1cccc([N+](=O)[O-])c1)c1[nH]ncc1Cl | -5 | 12 | 0.2 | -3 | -2 | 1.0 | 0.027 | -0.1 | 0
COC(=O)C(NC(C)=O)(Nc1ccc(Br)cc1)C(=O)OC | -3 | 4 | 0.2 | -3 | 22 | -1.0 | · | 2.4 | 2
